Screening results as filed in PubChem.
eIF4E-4G inh: eIF4E–eIF4G protein interaction inhibitors, primary screen, biochemical, uHTS, TR-FRET, eIF4GI fragment; Eukaryotic translation initiation factor 4E (Mus musculus) + Eukaryotic translation …; TR-FRET eIF4E-eIF4GI(517-606) binding, 2 h; inhibition, % at 21.7 µM; hit rate 0.37% among 220,000;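 active = inhibition above about 30%, limit read from the data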;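 also: 0% = full FRET control wells and 100% = background wells lacking eIF4GI fragment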
Rad51 HR inh: human RAD51 strand exchange inhibitors, primary screen, biochemical, fluorescence | DNA repair protein RAD51 homolog 1 (Homo sapiens), Q06609 | hRad51 DNA strand exchange, fluorescence dequenching | inhibition, % at 10 µM | hit rate 0.085% among 200,000;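 active = inhibition above 40% at the single screening dose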;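 also: 0% = DMSO control wells and 100% = blanks with heterologous ssDNA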
Target sequence (Q06609 whole entry, looked up): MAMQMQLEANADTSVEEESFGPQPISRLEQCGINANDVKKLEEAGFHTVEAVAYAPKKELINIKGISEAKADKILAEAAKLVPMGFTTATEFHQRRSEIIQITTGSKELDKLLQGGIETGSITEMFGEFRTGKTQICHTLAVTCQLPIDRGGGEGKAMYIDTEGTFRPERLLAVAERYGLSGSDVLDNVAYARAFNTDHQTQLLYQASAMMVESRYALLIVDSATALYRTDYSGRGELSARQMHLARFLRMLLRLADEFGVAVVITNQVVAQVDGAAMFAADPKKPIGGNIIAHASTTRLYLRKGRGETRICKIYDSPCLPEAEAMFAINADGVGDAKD
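Test system: preformed human Rad51 ssDNA filaments. Compound dosing: single dose, 10 µM final compound. Incubation: filaments 15 min 37 °C, then compound 30 min. Technique: FRET fluorescence dequenching, excitation 485 nm, emission 520 nm. Read-out basis: percent inhibition from fluorescence, normalised to plate control and blank means. Benchmarks: plate controls and plate blanks.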
Calpain2 inh: inhibitors of pig calpain II, primary screen, biochemical, fluorogenic peptide substrate, 1536-well; hit rate 0.37% among 220,000; purified calpain II, 30 min; AID 1236, 2008; inhibition, % at 16 µM;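 active = inhibition above about 50%, limit read from the data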
Tb hexokinase: Trypanosoma brucei hexokinase 1 inhibitors, primary screen, biochemical, G6PDH-coupled NADH absorbance, MLSCN library; hexokinase 1 [Trypanosoma brucei]; recombinant TbHK1, G6PDH-coupled NADH A340; inhibition, % at 10 µM; hit rate 0.11% among 220,000;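 active = inhibition of 50% or more in the single-dose primary screen; inactive = inhibition below 50%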
14-3-3 Bad PPI: inhibitors of 14-3-3 zeta/Bad binding, primary screen, biochemical, TR-FRET, bovine 14-3-3 zeta | AID 781, 2007 | inhibition, % at 21.7 µM | hit rate 0.71% among 220,000 | TR-FRET 14-3-3zeta/Dy647-pBad peptide displacement, 1 h | 14-3-3 protein zeta/delta (Bos taurus), P63103;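 active = inhibition above about 70%, limit read from the data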;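 also: 0% = full 14-3-3 plus peptide FRET controls and 100% = background without 14-3-3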
Target sequence (P63103 whole entry, looked up): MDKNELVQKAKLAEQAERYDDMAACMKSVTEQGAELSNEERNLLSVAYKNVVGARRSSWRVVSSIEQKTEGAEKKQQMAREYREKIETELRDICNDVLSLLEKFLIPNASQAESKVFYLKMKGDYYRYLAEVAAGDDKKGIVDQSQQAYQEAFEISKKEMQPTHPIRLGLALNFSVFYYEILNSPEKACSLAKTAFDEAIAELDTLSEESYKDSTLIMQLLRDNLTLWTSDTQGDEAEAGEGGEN
EP2 modulator: EP2 receptor modulators, cAMP readout, primary screen, cell-based, HTRF cAMP, PGE2 stimulation | EP2-expressing cells, cAMP HTRF FRET, PGE2 co-stimulation | induction, % at 25 µM | hit rate 0.83% among 260,000;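 active = compounds whose cAMP rise, as percent of the full-agonist control response, exceeds 60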;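 also: rat C6 glioma line stably carrying human EP2 under a CMV promoter; the protocol text gives 20 µM as final concentration; 100% = response of wells given 1 µM PGE2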
PGE2 EP2 inh: human EP2 receptor antagonists, primary screen, TR-FRET cAMP, C6 glioma cells. AID 1422, 2008. hit rate 0.52% among 260,000. Prostaglandin E2 receptor EP2 subtype (Homo sapiens), P43116. inhibition, % at 25 µM. C6 glioma cells expressing human EP2; cells stimulated with saturating PGE2;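 active = percent inhibition above 40 after rounding to a whole number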;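 also: rat C6 glioma host cells with rolipram phosphodiesterase inhibitor present; the protocol text gives 20 µM as final concentration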
zVAD death inh: inhibitors of zVAD-triggered necroptosis, primary screen, L929 cells; hit rate 0.38% among 220,000; viability rescue, % at 10 µM; L929 zVAD necroptosis rescue, ATP luminescence, 24 h; with zVAD 60 µM;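 active = activation, scaled between plate controls, above about 75%, limit read from the data; inactive = activation under that limit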;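 also: 0% = zVAD with DMSO and 100% = DMSO alone without zVAD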
Hck-Nef inh: inhibitors of Nef-activated human Hck kinase, primary screen, biochemical, Z-Lyte FRET, 384-well, Hck-YEEI; Tyrosine-protein kinase HCK (Homo sapiens), P08631; hit rate 0.68% among 220,000; Recombinant Hck-YEEI plus Nef, Z-Lyte FRET kinase assay; inhibition, % at 20 µM; AID 463187, 2010;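 active = Hck-Nef kinase inhibition above about 50%, limit read from the data; inactive = inhibition below that limit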;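 also: 0% = DMSO with Hck plus Nef and 100% = Hck alone without Nef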
Target sequence (P08631 whole entry, looked up): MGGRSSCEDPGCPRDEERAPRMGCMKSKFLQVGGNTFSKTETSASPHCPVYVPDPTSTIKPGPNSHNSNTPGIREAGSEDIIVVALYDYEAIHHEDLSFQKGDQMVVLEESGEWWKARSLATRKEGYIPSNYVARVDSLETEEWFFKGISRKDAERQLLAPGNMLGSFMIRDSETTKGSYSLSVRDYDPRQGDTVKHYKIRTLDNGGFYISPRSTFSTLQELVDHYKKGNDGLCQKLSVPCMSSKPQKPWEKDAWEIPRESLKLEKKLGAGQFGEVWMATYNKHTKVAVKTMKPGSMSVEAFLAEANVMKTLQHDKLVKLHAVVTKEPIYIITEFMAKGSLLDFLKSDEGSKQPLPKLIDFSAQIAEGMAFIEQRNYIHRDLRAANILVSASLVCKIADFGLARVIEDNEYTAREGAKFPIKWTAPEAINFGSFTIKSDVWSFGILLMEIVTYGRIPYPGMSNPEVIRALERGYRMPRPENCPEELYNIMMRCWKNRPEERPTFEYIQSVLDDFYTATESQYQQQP
* = called active by the depositor; i = inactive; nt = no result given; & = joins results of further samples; [ ] = remark or other dose. Not all compounds are listed. The share of hits here may be higher or lower than overall.

SMILES	eIF4E-4G inh	Rad51 HR inh	Calpain2 inh	Tb hexokinase	14-3-3 Bad PPI	EP2 modulator	PGE2 EP2 inh	zVAD death inh	Hck-Nef inh
CCN(CC)CCCN1C(=O)CSC1c1ccc2c(c1)OCO2 (stereo not drawn)	10	7	14	-2	26	8	11	0.6	1
CN(CCC#N)C(=S)Nc1ccc(S(=O)(=O)N2CCOCC2)cc1	-2	-2	-7	-3	-7	-24	9	1.8	23
Cc1nn(-c2cccc(Cl)c2)c(Cl)c1/C=N/NC(=O)c1cccs1	4	-8	-19	-4	36[fluorescence artefact?]	3	4	6.1	3
CSc1ncccc1C(=O)NCCc1ccc(Cl)cc1	0	2	-6	1	-6	-6	10	1.6	17
COc1ccccc1N1CCN(C(=O)c2ccc(Cn3c(=O)[nH]c4ccsc4c3=O)cc2)CC1	3	-7	-25	-11	5	-38	8	-0.1	24
Cc1ccc(C)c(NC(=O)C(Sc2cccc[n+]2[O-])c2ccccc2)c1 (stereo not drawn)	2	-5	14	-3	-3	-5	10	0.5	15
CN(C)C(=O)CSc1nnc([C@H](Cc2ccccc2)NC(=O)OC(C)(C)C)o1	4	nt	-20	-3	1	-1	5	0.3	17
CCn1nc(C(=O)OC(C(=O)c2c[nH]c3ccccc23)c2ccccc2)c2ccccc2c1=O (stereo not drawn)	-9	1	-186	-10	-15[fluorescence artefact?]	16	6	-0.7	-1
CCC(C)NC(=O)CSc1nc2n[nH]c(C)c2c(=N)n1-c1ccc(OC)cc1 (stereo not drawn)	-1	-2	-45	-4	-6	-18	12	0.7	1
CC(=O)c1c(C)n(CC(=O)NCc2ccco2)c2ccccc12	5	-3	8	-2	-4	-15	11	-0.2	8
CN1CC(=O)N(CC(=O)NCc2ccc3c(c2)OCO3)C1=O	-5	8	-8	-3	4	8	9	0.2	5
CC(C(=O)N1CCN(c2ccc(Cl)cc2)CC1)c1ncc(C(F)(F)F)cc1Cl (stereo not drawn)	-6	nt	-8	0	3	-43	8	0.6	0
Cc1nnc(SCC(=O)N2CCCC(C(=O)c3ccc(Cl)cc3)C2)o1 (stereo not drawn)	3	22	10	-8	2	-29	6	0.0	-4
O=C(CSc1cccc2cccnc12)N/N=C/c1ccc(O)cc1	3	nt	-25	-33	-1	-50	8	0.4	2
COCc1nnc(NC(=O)c2ccc(NC(=O)C(C)C)cc2)s1	4	5	-14	-15	-7	6	1	6.3	7
Brc1ccc(-c2ccc(/C=N/Nc3nncc(-c4ccccc4)n3)o2)cc1	-27	-4	-21	-26	0	-4	12	-0.1	9
CCCc1cc(=O)oc2c(CN3CCCC3)c(O)c(Cl)cc12	nt	-11	nt	-35	nt	nt	7	1.1	116*
CCOc1ccc(Br)cc1CN(CC)CC	2	-8	-1	4	3	-16	10	-1.3	-5
CNC(=S)N1CCN(c2nc3ccccc3s2)CC1	2	2	17	8	-6	-31&-24	11&2	10	13
O=C(O)c1ccccc1-c1nc(-c2ccccc2)c(-c2ccccc2)[nH]1	-3	25	-33	-8	-4	5	7	0.5	4
CC(C)(C)C(=O)N1CCN(c2ccc([N+](=O)[O-])c(NCc3cccnc3)c2)CC1	0	-10	30	0	-2	-12	3	-0.3	12
CC(=O)Nc1ccc(S(=O)(=O)Oc2ccccc2N2CCCCC2)cc1	-2	nt	-3	-9	0	11	1	0.4	10
Cc1cc(=O)nc2c3ccccc3n(C(C)C(=O)Nc3c(F)c(F)c(F)c(F)c3F)n12 (stereo not drawn)	-4	5	-40	-4	-8	8	2	1.7	18
C/C(=N\NC(=O)c1cc(Cl)ccc1O)c1ccc(Br)s1	1[fluorescence artefact?]	nt	-12	-16	-4	-85	10	2.5	3
O=C(O)c1cc(N/N=C/c2cccnc2)ccc1Cl	-7	4	-4	-68	-3	-5	9	0.5	5

(cont.)
SMILES	eIF4E-4G inh	Rad51 HR inh	Calpain2 inh	Tb hexokinase	14-3-3 Bad PPI	EP2 modulator	PGE2 EP2 inh	zVAD death inh	Hck-Nef inh
Nc1nc(CSc2nnnn2-c2ccc(F)c(Cl)c2)nc(N2CCOCC2)n1	nt	0	nt	1	nt	nt	23	0.6	5
CC1CCCN(C(=O)C2CCC(CNc3c(N4CCCCC4)c(=O)c3=O)CC2)C1 (stereo not drawn)	2	0	-6	-8	5	2	8	1.4	16
COc1cc(C(C)=O)ccc1OCC(=O)NCC1(N2CCCCC2)CCCCC1	-5	17	-13	-2	-7	-4	10	0.1	24
CCOC(=O)Cc1c(C)nc2c(-c3ccccc3)c[nH]n2c1=O	9	nt	i	-11	32	12	nt	0.0	-7
CCn1c(C(=O)NCCCc2ccccc2)cc2sccc21	2	nt	44	0	0	-53	11	nt	0
COc1ccc(-c2cc(C(F)(F)F)nc(N)n2)cc1	2	0	-66	-21	0	-51	5	3.3	17
N/C(=N\OC(=O)c1cccc(Cn2cc(C(F)(F)F)ccc2=O)c1)c1ccccc1	-6	1	-14	-11	-20	-30	6	0.3	17
COc1ccc(C2C(C#N)=C(N)Oc3n[nH]c(C)c32)cc1Cn1nnc2ccccc21 (stereo not drawn)	3	4	17	1	3	-3	10	-0.6	3
CCC(=NCc1ccccc1)C1=C(O)C(C(=O)OC)C(C)(C)CC1=O (stereo not drawn)	0	5	-3	-4	-14[fluorescence artefact?]	2	9	-0.7	0
Cn1c(C2=C(O)CN(Cc3ccccc3)C2=N)[n+](C)c2ccccc21	1	30	-31	-5	-6	25	7	1.7	15
COc1ccc(NC(=O)CSc2nccn2C)cc1S(N)(=O)=O	-3	13	5	4	-4	13	8	0.6	28
Cc1c(Cl)cccc1NC(=O)CNC(=O)c1ccccc1F	1	-5	-12	-1	1	12	7	1.5	2
O=C(CSc1nc2c(sc3ccccc32)c(=O)n1CCc1ccccc1)NCc1ccco1	-6	-3	3	27	18	8	9	-0.8	40
CC(=O)c1cc2c(cc1N/C(=N/S(=O)(=O)c1ccc(C)cc1)c1ccc(Cl)cc1)OCO2	3	-5	-22	25	-5	33	5	0.4	-2
Cc1cccc(C(=O)CC(=O)c2cc(Cl)ccc2O)c1	-3	1	-47	-24	10	-18	9	0.9	-1
CSc1ccc(CNc2ccccn2)cc1	2	nt	-6	11	7[fluorescence artefact?]	1	11	2.8	4
COc1ccc(C(=O)N2CCCC(c3ccccc3)C2)cc1 (stereo not drawn)	-1	-4	-9	14	1	-2	12	-0.4	0
COC(=O)c1sccc1NC(=O)CSc1ccccc1NS(=O)(=O)c1ccc(F)cc1	-9	-7	-13	10	12	38	5	-0.3	2
CSc1nnc(C)c(=O)n1COC(=O)/C=C/c1ccc2c(c1)OCO2	-2	-8	-32	-17	4	-50	7	3.5	15
CCc1ccc(NC(=O)C2CC=CCC2C(=O)O)cc1 (stereo not drawn)	3[fluorescence artefact?]	-3	-31	3	-7	-1	10	0.2	2
CCOc1cc(NC(=S)NC)c(OCC)cc1NC(=O)c1ccco1	3	nt	19	10	1	-16&9	7&5	0.7	4
CCCN1C(=O)/C(=C\c2nc3ccccc3c(=O)[nH]2)c2ccccc21	8	-17	-64	0	54	-41	4	8.5	27
COc1cccc(NC(=O)CN(c2ccc([N+](=O)[O-])cc2)S(=O)(=O)c2ccccc2)c1	0	nt	20	20	-11	-2	6	0.0	3
CN(C(=O)CCCN1C(=O)c2cccc3cccc(c23)C1=O)c1ccccc1	-2[fluorescence artefact?]	nt	24	2	-13	-31	12	-1.0	3
O=C(O)c1ccccc1-c1ccccc1C(=O)NCc1cccc(C(F)(F)F)c1	0	3	-2	-2	-6	14	12	29	16

Ordered by number of heavy atoms (lowest first): 3 of the compounds above
SMILES	eIF4E-4G inh	Rad51 HR inh	Calpain2 inh	Tb hexokinase	14-3-3 Bad PPI	EP2 modulator	PGE2 EP2 inh	zVAD death inh	Hck-Nef inh
CSc1ccc(CNc2ccccn2)cc1	2	nt	-6	11	7[fluorescence artefact?]	1	11	2.8	4
COc1ccc(-c2cc(C(F)(F)F)nc(N)n2)cc1	2	0	-66	-21	0	-51	5	3.3	17
CCOC(=O)Cc1c(C)nc2c(-c3ccccc3)c[nH]n2c1=O	9	nt	i	-11	32	12	nt	0.0	-7

Carrying on.
SMILES	eIF4E-4G inh	Rad51 HR inh	Calpain2 inh	Tb hexokinase	14-3-3 Bad PPI	EP2 modulator	PGE2 EP2 inh	zVAD death inh	Hck-Nef inh
CC(C)(C)C(=O)Nc1ccc(Sc2ccc([N+](=O)[O-])cc2)cc1	0	nt	22	-2	0	-84	24	-0.1	-3
CCn1c(SCC(=O)N/N=C(\C)c2ccncc2)nnc1-c1ccc(C)cc1	-1	2	6	-2	-4	10	10	0.2	1
COC(=O)NNC(=S)NCc1ccccc1	-6	1	-17	30	-23	14	4	0.7	5
Cc1ccc2nc(Nc3nc(CSc4nnc(C)s4)cc(=O)[nH]3)nc(C)c2c1	2	-5	-113	-13	7	-56	16	-0.3	19
Clc1cccc(CN2CCCCCCC2)c1Cl	-5	3	-4	3	31[fluorescence artefact?]	49	4	1.6	2
CC1CCN(c2c(NCc3ccc(C(=O)NCc4ccco4)cc3)c(=O)c2=O)CC1	4[fluorescence artefact?]	nt	17	5	6[fluorescence artefact?]	11	5	nt	-9
Cc1ccc(C)c(/C=N/NC(=S)NCCc2ccccc2)c1	9	-5	-1	1	10	16	5	-0.1	11
Cc1cc(C)c(NC(=O)C2CCCN2C)c(C)c1 (stereo not drawn)	-6	0	-23	1	-2	-27&28	6&5	-0.2	1
CNC(=O)/C(C#N)=C/c1c(F)cccc1Cl	14[fluorescence artefact?]	-1	-3	28	-2[fluorescence artefact?]	21	7	0.3	7
Cc1ccc(OCc2nc(-c3ccccc3)no2)cc1	5	5	-10	-7	0	-18	4	0.7	25
Oc1ccccc1CNc1ccc2c(c1)OCCO2	5	nt	18	4	-1	8	2	0.3	-2
CC1=C(C(=O)OC2CCCCC2)C(c2ccco2)C2=C(CC(C)(C)CC2=O)N1 (stereo not drawn)	-1	6	-58	-3	-2	28	14	-0.2	3
CCOc1ccc(/C=C/C(=O)c2ccccc2)cc1OC	6	-4	-7	17	-12	-58	15	-0.3	2
C=C(C)COc1ccc(-c2[nH]ncc2Oc2ccccc2OC)c(O)c1	4	4	27	-3	10	-58	9	1.2	2
COc1ccc(CC2(CO)CCN(Cc3cccn3-c3ccccn3)CC2)cc1	1	-44	-3	4	-9	-1	6	-1.1	20
CCCCn1c(SCC(=O)N2CCCCC2)nc2cc(S(N)(=O)=O)ccc21	-4[fluorescence artefact?]	4	15	5	-6	8	8	0.3	1
O=C(Nc1cnn(Cc2ccc(Cl)c(Cl)c2)c1)c1nc2ncccn2n1	-7[fluorescence artefact?]	-14	30	-7	8[fluorescence artefact?]	-38&-77	16&12	-0.4	-26
CN(/N=C/c1ccc(O)cc1O)c1nc(-c2ccccc2)cc(-c2ccccc2)n1	-2	nt	-68	-36	-13[fluorescence artefact?]	43	7	0.9	1
CC1=C(C#N)C(NC(=O)c2cccc(Cl)c2)(C(F)(F)F)C(=O)N1 (stereo not drawn)	-1	-1	21	-5	20[fluorescence artefact?]	16	8	-0.3	-1
CN(C)c1ccc(/C=C/C(=O)c2ccc(C(C)(C)C)cc2)cc1[N+](=O)[O-]	-1	22	35	-3	-4[fluorescence artefact?]	9	7	nt	9
